Ecoli viability: bacterial growth inhibition, counter-screen for AddAB inhibitors; 0.27% of 330,000 active; E. coli V3065 growth, OD600 absorbance, 18 h; inhibition, % at 11.9 µM; AID 449728;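 active = inhibition above the campaign's mean inhibition across all tested compounds plus 3 SD, cut at about 9.9% in these data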;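 note: uninfected addAB+ strain grown without phage in ampicillin broth; 0% = DMSO wells and 100% = ciprofloxacin 0.95 µg/ml wells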
SR-BI DiI-HDL act: enhances SR-BI lipid uptake from DiI-HDL | CHO ldlA[mSR-BI] cells, DiI-HDL uptake fluorescence, 3 h; 100 = double the neutral-control signal | activation, % at 12.5 µM | 0.096% of 320,000 active | AID 504775;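 active = mean replicate activation of at least 60% and every replicate at or above 60%; inconclusive = mean or all-replicate condition met, but not both; inactive = mean below 60% and not all replicates reaching 60%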;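 note: 0% = median plate neutral-control signal and 100% = twice that signal; values of inactives mirror those of a sister screen read the other way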
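Assay system: LDL receptor-deficient CHO ldlA cells overexpressing murine SR-BI / Medium: BSA-supplemented, HEPES-buffered Ham's F12, pH 7.4 / Probe or stimulus: DiI-labelled HDL at 10 µg/mL final / Timing: compound with DiI-HDL co-incubation, 3 h at 37 °C / Technique: bottom-read cell fluorescence after medium removal, ex 550/em 595 nm / Measure: HDL uptake via cellular fluorescence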
CAL PDZ FP-1: inhibitors of human CAL PDZ peptide binding. Q9HD26. purified CAL PDZ, TMR-peptide fluorescence polarization, 1 h. inhibition, % at 24.9 µM. 0.92% of 300,000 active. AID 602252;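 active = mean inhibition of at least 30% with at least half of replicates also reaching 30%; inconclusive = no clear call, values can overlap the other calls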;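 note: 0% = DMSO neutral control and 100% = excess unlabeled competitor peptide PRC23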
SR-BI DiI inh: inhibitors of mouse SR-BI mediated HDL lipid uptake | 0.96% of 320,000 active | ldlA[mSR-BI] CHO cells, DiI-HDL uptake fluorescence, 3 h | AID 488896 | inhibition, % at 12.5 µM;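 active = mean replicate inhibition of at least 70% and a set share of replicates each scoring 70 or more; inconclusive = meets just one of the two criteria; inactive = fails both criteria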;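 note: 0% = median of neutral control wells and 100% = median of positive control wells; values of inactives mirror those of a sister screen read the other way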
Target sequence (Q61009 whole entry, looked up): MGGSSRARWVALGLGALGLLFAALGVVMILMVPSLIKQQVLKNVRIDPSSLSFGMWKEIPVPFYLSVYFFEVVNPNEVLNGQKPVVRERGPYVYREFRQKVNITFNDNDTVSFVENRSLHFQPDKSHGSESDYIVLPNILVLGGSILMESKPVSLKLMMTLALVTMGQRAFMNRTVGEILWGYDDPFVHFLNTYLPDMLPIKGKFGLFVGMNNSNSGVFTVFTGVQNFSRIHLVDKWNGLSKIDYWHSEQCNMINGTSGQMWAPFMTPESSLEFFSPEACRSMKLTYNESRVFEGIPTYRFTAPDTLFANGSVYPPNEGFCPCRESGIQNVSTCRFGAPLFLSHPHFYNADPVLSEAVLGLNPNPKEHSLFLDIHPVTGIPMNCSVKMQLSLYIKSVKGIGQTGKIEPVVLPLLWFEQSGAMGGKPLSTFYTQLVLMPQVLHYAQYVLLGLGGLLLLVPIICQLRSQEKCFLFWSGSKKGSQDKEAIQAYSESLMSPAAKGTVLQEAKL
CAL PDZ FP-2: human CAL PDZ-peptide interaction inhibition; Q9HD26; purified CAL PDZ, TMR-peptide fluorescence polarization, 1 h; inhibition, % at 20 µM; 0.02% of 330,000 active; AID 504414;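 active = highest replicate inhibition of at least 40%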;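 note: plate controls were DMSO neutral control wells for no effect and unlabeled competitor peptide control wells for full effect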
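System: purified tagged CAL PDZ domain construct (CerCALP). Schedule: 1 h incubation at room temperature before polarization reading. Medium: 25 mM sodium phosphate pH 7.4, 150 mM NaCl, TCEP, IgG, Thesit. Read-out: percent inhibition from loss of millipolarization. Measured by: FP readout, S and P plane fluorescence. Probe or stimulus: fluorescent TMR peptide probe.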
AddAB inh: less growth of phage-infected E. coli with AddAB; 0.29% of 330,000 active; inhibition, % at 11.9 µM; E. coli expressing H. pylori AddAB, absorbance growth; in the data active = inhibition above about 12%;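 note: 0% = vehicle wells of infected cells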
Tat export inh: E. coli Tat transport inhibition; E. coli MC4100 TorA-mCherry Tat export, fluorescence; inhibition, % at 10 µM; 0.036% of 340,000 active; AID 488895;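 active = mean replicate inhibition at least 50% and at least half of replicates individually reaching 50%; inconclusive = only one of the two criteria met; inactive = neither criterion met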;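 note: exported cargo escapes ClpAP degradation while cytoplasmic cargo is degraded and loses fluorescence; 0% = median of neutral control wells and 100% = median of NaSCN control wells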
MITF act: MITF TRPM1 promoter activation in melanoma cells; SK-MEL-5 TRPM1-promoter luciferase, 24 h; % of positive control, neutral wells = 0; activation, % at 12.5 µM; 0.75% of 300,000 active; AID 588334;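 active = mean activation of at least 80% with every replicate also reaching 80%; inconclusive = mean reaches 80% but some replicate falls short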;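 note: 0% = neutral control wells and 100% = parthenolide positive control wells; values of inactives mirror those of a sister screen read the other way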
phage Ecoli inh: E. coli growth loss with phage present | growth absorbance | inhibition, % at 11.9 µM | 0.26% of 360,000 active | AID 651602; in the data active = inhibition above about 11%
Wnt bcat act: activates Wnt/beta-catenin signaling in a reporter cell assay | 1.2% of 300,000 active | activator, plate reader | activation, % at 9.35 µM; in the data active = activation above about 30%, passing the limit was not always enough; inconclusive = no clear call, values can overlap the other calls;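 note: 0% = neutral control wells and 100% = positive control wells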
* = called active by the depositor; ? = inconclusive; . = no result given; & = joins results of further samples. No enrichment for hits; any-hit rate near 3.6%.

entry	structure	Ecoli viability	SR-BI DiI-HDL act	CAL PDZ FP-1	SR-BI DiI inh	CAL PDZ FP-2	AddAB inh	Tat export inh	MITF act	phage Ecoli inh	Wnt bcat act
1	O=C(COC(=O)c1cccs1)Nc1cc(S(=O)(=O)N2CCOCC2)ccc1Cl	1.0	5.0	-2.8	-5.0	-2.6	1.4	2.4	2.2	-1.2	4.3
2	O=Cc1c[nH]c2ccc(NC(=O)OCc3ccccc3)cc12	.	-3.1	-1.0	3.1	-0.5	.	-8.2	14.2	2.2	-2.4
3	O=C(Cn1c(N2CCN(C/C=C/c3ccccc3)CC2)nc2ccccc21)c1ccccc1	-0.1	.	.	.	.	1.4	.	.	3.5	2.3
4	CN(C)N1C(N)=C(C#N)C(c2ccc(Cl)cc2)C2=C1CCCC2=O (stereo not drawn)	-0.6	1.6	3.2	-1.6	-0.8	-2.2	1.3	-5.4	3.3	1.0
5	Clc1nccnc1N/N=C/c1ccc(Br)cc1	0.9	-9.3	-2.3	9.3	-1.3	4.5	7.6	.	3.3	15.2
6	COCC(C)n1c(SCc2ccc(OC)c(F)c2)nc2ccccc2c1=O (stereo not drawn)	.	-13.6	-0.7	13.6	-0.3	.	-2.3	8.3	0.2	0.9
7	NCCC(=O)N1c2ccccc2Sc2ccc(Cl)cc21	4.0	7.4	-2.6	-7.4	-2.7	8.0	-1.0	.	1.2	-0.6
8	Cc1nc2cc(NC(=O)N3CCCC3)ccc2n1C	-1.9	21.2	1.8	-21.2	-0.4	1.0	0.7	0.6	-1.2	-1.3
9	Nc1c(N(CCO)C(=O)c2ccccc2OCc2ccccc2Cl)c(=O)[nH]c(=O)n1Cc1ccccc1	.	9.4	2.9	-9.4	-1.0	.	-3.7	-3.2	0.3	-3.0
10	CN(C(=O)COC(=O)C1CSC2(C)CCC(=O)N12)c1ccccc1 (stereo not drawn)	0.3	12.4	-1.4	-12.4	-1.1	1.8	0.2	2.2	-1.1	0.4
11	Cc1c(NS(=O)(=O)c2cccs2)c(=O)n(-c2ccccc2)n1C	0.8	16.6	-0.6	-16.6	3.8	-0.7	6.2	-2.0	1.5	-2.1
12	CC1CC(C)CN(C(=O)c2ccc3c(c2)OCCO3)C1 (stereo not drawn)	0.5	-18.3	.	18.3	-0.6	1.8	-8.0	5.2	3.5	-0.8
13	COc1ccc(C(=O)/C(=C/N(C)C)S(=O)(=O)c2ccccc2)cc1	-3.2	7.2	3.2	-7.2	-0.5	0.8	-0.2	94.0*	3.8	11.6
14	CCOC(=O)CCCSc1nnc(CCCCCN2C(=O)c3cccc4cccc(c34)C2=O)o1	1.7	-1.3	-7.6	1.3	-2.8	1.9	7.7	11.6	4.2	.
15	COc1ccc(S(=O)(=O)Nc2ccccn2)c(C)c1C	1.8	10.0	-8.8	-10.0	-0.9	4.3	-3.6	-2.6	0.9	-5.5
16	CCOC(=O)c1cc(=O)c2c([N+](=O)[O-])ccc(OC)c2o1	0.4	-17.7	-2.1	17.7	-0.4	0.5	5.8	10.1	2.3	-3.4
17	Cc1coc2cc3oc(=O)c(CCC(=O)NCC(=O)O)c(C)c3cc12	.	-12.4	-3.4	12.4	-0.5	.	1.5	0.3	0.7	-0.2
18	O=C(NCCC(=O)N1CCN(S(=O)(=O)c2ccccc2F)CC1)Nc1ccccc1	0.3	3.0	-5.2	-3.0	-0.9	1.8	-3.1	13.9	0.3	-7.2
19	COc1ccccc1-c1noc(CCCC(=O)N2CCOCC2)n1	0.0	.	.	.	.	-0.8	.	.	2.8	3.3
20	CC(C)CN(C(=O)CSc1nnnn1C)C1CCS(=O)(=O)C1 (stereo not drawn)	2.5	13.9	-0.8	-13.9	0.2	1.3	2.3	4.7	5.2	-0.7
21	Cc1ccccc1NC(=O)COC(=O)CCSc1ccccc1	-1.0	15.2	.	-15.2	-0.6	2.3	-5.7	0.5	5.0	-0.9
22	COC(=O)CNc1cc(S(=O)(=O)N2CCCCC2)ccc1Oc1cccc(C)c1	0.1	-7.2	.	7.2	0.1	3.9	-1.3	-6.6	0.0	2.8
23	Cc1ccc(-c2cn(-c3ccccc3F)c(=S)[nH]2)cc1	-1.8	-12.3	-25.6	12.3	-0.5	1.8	-0.6	53.5	-2.9	12.6
24	CC(C)Oc1ccc(CSc2ncn[nH]2)cc1	-1.3	10.8	-1.7	-10.8	-0.5	2.5	0.2	36.9	3.0	5.4
25	Cc1cc(NC(=O)CSc2nnc(NCc3ccccc3)s2)no1	-1.5	.	-3.4	.	-1.9	2.0	1.2	-9.7	1.0	0.6
26	COc1cc(/C=C2\NC(=O)NC2=O)cc(Br)c1OC	-1.6	-5.1	-3.8	5.1	-1.0	-0.3	-7.3	-5.5	0.5	0.1
27	Cc1cccc(NC(=O)/C(C#N)=C/c2ccc(Sc3ccccc3)o2)c1C	1.3	-44.6	-0.6	44.6	-1.6	0.8	4.8	-12.0	5.2	-1.1
28	O=C(N/N=C/c1ccco1)c1cc([N+](=O)[O-])cc([N+](=O)[O-])c1	1.5	-13.6	-1.6	13.6	-2.3	5.1	-5.0	0.0	3.7	.
29	Cc1ccc(CN2C(=O)CCC2C(=O)N2CCN(c3ccccc3)CC2)cc1 (stereo not drawn)	2.3	.	9.7	.	-0.3	4.3	-4.2	36.4	-0.1	0.6
30	CCOc1ccc(CCN2C(=O)CCC2(C)C(=O)NC(C)CC)cc1OCC (stereo not drawn)	-1.9	3.2	-1.3	-3.2	-1.8	-0.1	-4.4	-0.7	1.0	.
31	C/C=C(/C(=C/C)c1ccc(O)cc1)c1ccc(O)cc1	-0.4	24.1	-4.5	-6.5	0.2	-1.1	3.1	-14.8	3.0	-0.4&1.1
32	CC(NC(=O)CNC(=O)c1ccccc1Br)c1cccs1 (stereo not drawn)	.	15.6	-5.2	-15.6	-1.8	.	-1.9	1.2	-1.1	25.6
33	COc1ccc(-c2cc(-c3cccs3)nc3sc(C#N)c(N)c23)cc1	-3.8	-74.5	-7.1	?	-4.1	-3.2	1.2	13.1	2.6	-0.4
34	C[N+]1(CC(=O)OCCCC2CCCCC2)CCCC1	0.3	-2.9	3.0	2.9	-2.7	1.6	-0.5	-0.9	0.1	-0.7
35	Cc1cccc(N2C(=O)C3C(c4ccccc4)OC4(C(=O)c5ccccc5C4=O)C3C2=O)c1 (stereo not drawn)	0.3	6.9	-2.5	0.1	.	1.9	-0.5	-4.6	1.2	-2.2
36	CCOc1cccc(C2C(C(=O)c3ccc(C)o3)=C(O)C(=O)N2Cc2ccccc2)c1 (stereo not drawn)	.	-4.0	-3.0	4.0	-2.1	.	-5.2	-1.8	4.0	0.4
37	NCCNC(=O)Cc1ccc(NC(=O)Cc2ccc(Nc3ncnc4c3ncn4[C@@H]3O[C@H](CO)[C@@H](O)[C@H]3O)cc2)cc1	-2.9	9.2	-7.4	-9.2	-0.8	-1.4	0.1	3.2	3.8	-9.7
38	COc1ccc(/C=C/C(=O)Oc2ccc(C=O)cc2OC)cc1	-1.3	4.6	-2.2	-4.6	-1.0	0.5	20.5	.	-0.9	-1.3
39	CCCC(=O)NC(=S)Nc1cccc(NC(=O)c2ccc(Cl)cc2Cl)c1	2.1	-43.5	-2.8	43.5	-1.1	3.0	1.1	-5.4	2.7	.
40	CNC(=S)N/N=C(\C)c1cccc(C(F)(F)F)c1	0.1	-15.4	1.4	15.4	-1.0	3.9	-5.0	0.9	3.5	-0.1
41	N#CCCN(C(=O)COC(=O)COc1ccc(Cl)cc1)c1ccccc1	-2.9	13.3	-0.4	-13.3	-2.4	-0.4	-5.8	-2.2	3.2	2.7
42	Cc1ccc(S(=O)(=O)N2CCCCC2)cc1NC(=S)NC(=O)c1ccco1	1.3	.	2.9	.	0.5	-0.3	-5.9	-6.0	0.1	8.8
43	CN(C)CCCNC(=O)c1cc(C(=O)c2c(Cl)cccc2Cl)c[nH]1	0.6	5.3	0.3	-5.3	0.2	-0.7	-2.5	6.9	2.1	0.2
44	Cc1ccc(NC(=O)N2CCC(NC(=O)c3cccc(F)c3)CC2)cc1	0.3	.	-3.6	.	-2.1	2.1	-11.4	-2.6	2.5	-0.2
45	CCCCn1c2nc3ccccc3nc2c2c(=O)n(C(C)CC)cnc21 (stereo not drawn)	-1.7	-34.4	-0.3	34.4	.	1.6	3.4	-3.1	1.6	.
46	Cc1ccc(S(=O)(=O)N2CCCCC2)cc1C(=O)Nc1ccc2cn[nH]c2c1	-2.1	.	-1.8	.	-0.8	-0.7	-5.1	-18.0	3.4	.
47	Cc1ccc(N=Nc2c(N)[nH]n3c(=O)cc(C)nc23)cc1	1.3	42.7	-2.8	-42.7	1.0	-3.4	-3.3	-5.8	1.6	3.3
48	O=C(O)C[C@H]1c2cc(F)ccc2S(=O)(=O)N1C1CCCC1	1.0	5.5	-2.1	-5.5	0.7	1.2	-1.4	1.3	-2.5	0.6
49	CSCc1ccc(C(=O)N2CCCC(Nc3ccc4c(c3)OCCO4)C2)o1 (stereo not drawn)	-2.1	2.3	-0.6	-2.3	-1.7	0.0	-1.1	6.3	0.6	-1.2
50	CCCN1CCN(C(=O)Cn2cnc3ccc(S(=O)(=O)N4CCC(C)CC4)cc3c2=O)CC1	-2.3	11.2	-5.9	-11.2	-1.2	-0.3	4.5	7.0	5.2	-1.2

(more compounds)
entry	structure	Ecoli viability	SR-BI DiI-HDL act	CAL PDZ FP-1	SR-BI DiI inh	CAL PDZ FP-2	AddAB inh	Tat export inh	MITF act	phage Ecoli inh	Wnt bcat act
51	CCC(Sc1nccn1C)C(=O)Nc1nnc(C)s1 (stereo not drawn)	0.9	19.2	.	-19.2	-0.9	2.8	0.7	8.3	3.4	-3.1
52	O=c1c2ccc([N+](=O)[O-])cc2ncn1CCOc1ccc(Cl)cc1	2.1	12.5	.	-12.5	1.1	4.0	-5.7	3.5	3.9	-0.3
53	O=C(O)c1cn(Cc2ccccc2)nc1-c1cccnc1	0.5	4.3	-3.9	-4.3	0.5	-0.2	-1.6	2.3	2.0	-0.5
54	CNC(=O)C1CCN(S(=O)(=O)c2c(C)noc2/C=C/c2cccc(OC)c2)CC1	-1.6	-28.4	.	28.4	-1.2	4.8	?	-4.4	0.8	-1.4
55	CC(CCc1ccc(O)cc1)NCCc1ccc(O)c(O)c1 (stereo not drawn)	0.8	19.0	-3.4	-19.0	-0.6	1.6	12.7	8.5	2.2	-0.4
56	CCOc1ccc(-c2c(C)sc3nc[nH]c(=O)c23)cc1	0.2	-5.0	-4.2	5.0	0.1	1.6	-13.6	.	1.5	3.4
57	NNC(=O)CN1C(CN2CCOCC2)=Nc2ccc(Br)cc2C1c1ccccc1 (stereo not drawn)	-3.0	5.0	-5.3	-5.0	-1.7	-0.2	-4.8	8.8	5.1	-1.3

From PubChem BioAssay
